PTPN22 act: activators of human LYP (PTPN22) phosphatase | Q9Y2R2 | recombinant LYP, DiFMUP fluorescence; 0 = plate median, 100 = signal doubled | activation, % at 2 µM | 0.11% of 96,000 active;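 active = activation at 2 µM above a set limit, the mean plus 5 SD, cut at about 37% in these data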
PLK1 kinase inh: blocks human PLK1 kinase activity; P53350; recombinant PLK1 kinase, TR-FRET peptide phosphorylation; inhibition, % at 10 µM; 0.53% of 97,000 active; AID 619;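 active = inhibition of 50% or more in the single-concentration screen; inactive = inhibition below 50%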;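 note: 0% = DMSO max control and 100% = H-89 dihydrochloride min control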
HIV Rev-RRE inh: HIV Rev-RRE protein-RNA interaction inhibition. AID 704. Rev peptide-RRE RNA binding, FRET. inhibition, % at 8 µM. 0.79% of 97,000 active;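 active = inhibition above the screen-wide mean plus 3 SD, cut at about 35% in these data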;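 note: 0% = median DMSO wells and 100% = median Neomycin B control wells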
Target sequence (P05866 whole entry, looked up): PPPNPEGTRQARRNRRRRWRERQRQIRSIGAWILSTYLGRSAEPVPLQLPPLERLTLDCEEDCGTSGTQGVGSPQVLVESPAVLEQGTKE
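Test system – labelled RRE RNA duplex and labelled Rev peptide · Reagent – labelled Rev peptide · Doses – one concentration, 8 µM nominal · Incubation – 5 + 15 min at 25 °C · Signal – FRET fluorescence readout · Read-out basis – % inhibition of FRET ratio versus controls · Control set – DMSO wells as 0% and neomycin B wells as 100% inhibition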
EphB4 ephrin blk: blocks human EphB4 binding to ephrin-B2 | inhibition, % at 7 µM | AID 720 | 0.15% of 97,000 active | EphB4 LBD / TNYL-RAW-Alexa532 peptide, fluorescence polarization;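 active = inhibition above the screen-wide mean inhibition plus 3 SD, cut at about 15% in these data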;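 note: 0% = DMSO wells and 100% = excess unlabeled TNYL-RAW peptide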
Target sequence (P54760 whole entry, looked up, the tested form may be a part): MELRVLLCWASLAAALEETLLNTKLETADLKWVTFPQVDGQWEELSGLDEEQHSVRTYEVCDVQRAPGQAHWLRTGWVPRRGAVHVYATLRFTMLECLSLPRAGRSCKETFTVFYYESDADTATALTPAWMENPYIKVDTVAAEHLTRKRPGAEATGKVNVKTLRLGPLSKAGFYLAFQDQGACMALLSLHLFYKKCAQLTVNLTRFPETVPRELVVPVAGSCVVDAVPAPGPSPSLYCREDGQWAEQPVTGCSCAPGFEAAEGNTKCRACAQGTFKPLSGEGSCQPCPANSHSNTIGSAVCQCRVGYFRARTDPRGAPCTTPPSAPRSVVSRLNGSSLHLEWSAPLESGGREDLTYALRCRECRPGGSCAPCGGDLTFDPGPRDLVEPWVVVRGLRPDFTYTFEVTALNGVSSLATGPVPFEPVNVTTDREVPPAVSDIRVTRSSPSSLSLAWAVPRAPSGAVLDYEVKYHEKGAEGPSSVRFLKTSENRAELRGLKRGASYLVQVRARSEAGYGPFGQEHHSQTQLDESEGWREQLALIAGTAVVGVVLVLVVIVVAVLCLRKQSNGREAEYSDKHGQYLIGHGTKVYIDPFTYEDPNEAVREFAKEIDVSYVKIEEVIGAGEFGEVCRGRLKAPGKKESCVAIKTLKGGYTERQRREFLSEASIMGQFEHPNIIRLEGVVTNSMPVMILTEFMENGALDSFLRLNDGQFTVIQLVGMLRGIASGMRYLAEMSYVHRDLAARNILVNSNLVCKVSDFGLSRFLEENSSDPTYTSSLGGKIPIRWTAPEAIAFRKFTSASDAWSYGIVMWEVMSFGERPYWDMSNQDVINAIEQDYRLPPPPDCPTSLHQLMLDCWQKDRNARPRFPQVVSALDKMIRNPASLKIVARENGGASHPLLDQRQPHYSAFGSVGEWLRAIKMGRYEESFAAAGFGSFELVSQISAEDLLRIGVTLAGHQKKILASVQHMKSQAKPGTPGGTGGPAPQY
F-actin modifier: cytoskeleton assembly modification | HUVEC TNFa F-actin phalloidin imaging, high content | inhibition, % at 2 µM | 0.18% of 91,000 active | AID 836;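 active = inhibition above the batch mean plus 3 SD and confirmed as a hit by visual image inspection, cut at about 30% in these data, passing the limit was not always enough; inconclusive = above the inhibition threshold but rejected on visual inspection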; note: strong numbers were not always called active
PTK2B oligo ant: antagonists of human Pyk2 oligomerization | AID 1347419 | z-score (the deposit names both 25 µM and 10 µM) | Q293 cells, Pyk2 FERM NanoBiT luminescence; active compounds read low | Q14289 | 0.83% of 99,000 active;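 active = Z-score of -3 or lower, scaled per plate to the spread of control and sample wells; inactive = z-score above -3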;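 note: negative z-score means lost luminescence so less FERM oligomerization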
Plk1 PBD FP: Plk1 (human) PBD binding inhibition. Plk1 PBD phosphopeptide binding, fluorescence polarization. inhibition, %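 (tested at about 20 µM)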. 0.13% of 97,000 active. AID 693; in the data active = inhibition above about 34%, passing the limit was not always enough
PTPN22 inh 2: inhibitors of human LYP (PTPN22) phosphatase; Q9Y2R2; recombinant LYP catalytic domain, DiFMUP fluorescence; inhibition, % at 2 µM; 0.21% of 96,000 active;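 active = inhibition at 2 µM at or above a set limit, the screen mean plus 3 SD, cut at about 24% in these data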;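 note: 0% = DMSO with enzyme and 100% = enzyme fully blocked by orthovanadate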
FAK inh: FAK (human) kinase inhibition; Q05397; 0.84% of 97,000 active; inhibition, %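 (tested at 7 µM)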; biochemical FAK kinase activity assay; in the data active = inhibition above about 19%;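 note: 0% = DMSO and 100% = reference compound high control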
* = called active by the depositor; ? = inconclusive; . = not tested or not shown.

SMILES	PTPN22 act	PLK1 kinase inh	HIV Rev-RRE inh	EphB4 ephrin blk	F-actin modifier	PTK2B oligo ant	Plk1 PBD FP	PTPN22 inh 2	FAK inh
Cc1noc(C)c1CSCC(=O)Nc1nc2ccc(Oc3ccccc3)cc2s1	2	-8	5	5	4	-0.79	-3	-1	1
Cc1ccc(-c2nnn(CC(=O)N3CCN(c4nc5ccccc5s4)CC3)n2)cc1	-8	-12	3	-2	8	1.3	6	7	1
CC(/C=N/NC(=O)c1cc(-c2ccncc2)nc2ccccc12)=C\c1ccco1	-7	9	7	6	-14	0.55	-7	4	3
Cc1cc(C)cc(N(CC(=O)NCc2ccc3c(c2)OCO3)C(=O)CCC(=O)Nc2ccccn2)c1	8	-9	0	-4	10	-2.8	18	-10	-1
CCOC(=O)C(C)Oc1cccc2c(=O)n(CC(=O)NCc3ccc4c(c3)OCO4)ccc12 (stereo not given)	-2	-11	1	3	?	.	16	2	2
COc1ccc2c(c1)C(C)=CC(C)(C)N2C(=O)CSc1nnc(-c2ccc(C)cc2)o1	-10	0	1	-3	4	-1	18	13	1
CCCc1ccc(Oc2cc(N3CCOCC3)nc(-c3ccccc3)n2)cc1	-3	1	9	2	-4	0.12	15	5	-9
CCCC(=O)Nc1ccc(NC(=O)C2CC2)cn1	0	-7	4	-2	.	0.02	-14	4	-1
COc1ccc(CC(NC(C)=O)C(=O)NC2CCN(C(=O)NCc3ccccc3)CC2)cc1 (stereo not given)	-6	-4	-3	3	6	0.71	-23	3	-7
O=C(c1cnn2c1NC(c1ccc(Br)cc1)CC2C(F)(F)F)N1CCN(C23CC4CC(CC(C4)C2)C3)CC1 (stereo not given)	-8	-7	4	5	-3	1.5	-10	8	1
COc1ccc(NS(=O)(=O)c2c(C)[nH]c(=O)[nH]c2=O)c(OC)c1	-12	-8	5	-8	4	0.63	4	11	-2
Cc1ccc(N(CC(=O)N2CCN(c3ccc(F)cc3)CC2)S(=O)(=O)c2c(C)nn(C)c2C)cc1	-6	0	-3	6	5	.	-8	2	-4
O=C(NCc1ccco1)c1ccc2c(=O)n(-c3ccccc3)c(=S)[nH]c2c1	3	-24	-2	4	4	-0.55	-5	-5	5
Cc1cccc(CS(=O)(=O)c2nnc([C@H](Cc3ccccc3)NC(=O)OC(C)(C)C)o2)c1	14	-10	8	1	-2	0.13	-10	-13	1
CCCCn1cnc2sc(-c3ccccc3)cc2c1=O	16	-11	23	-5	-31	-0.87	2	-11	6
O=C1C=C(NCc2ccccc2)C2(CCCCC2)O1	-9	-6	5	-1	30	-0.02	-16	7	2
COc1ccc(NC(=O)C(NC(C)=O)C(=O)NCc2ccccc2)cc1 (stereo not given)	-2	-9	3	-3	14	-0.08	-22	4	1
Cc1cccc(Nc2nc(NCc3ccco3)nc(N3CCOCC3)n2)c1	7	-3	9	8	-10	-0.81	-9	-9	7
O=c1/c(=C/c2ccccn2)sc2n1CN(c1ccccc1)CN=2	-5	-11	3	-1	13	-0.51	7	3	4
Cc1nn(Cc2ccc(F)cc2)c(C)c1NC(=O)c1cnn2cccnc12	22	-16	0	-4	2	-0.26	0	-23	-1
CC1CN(C(=O)Nc2ccc3c(c2)OCO3)CC(C)O1 (stereo not given)	-1	-6	7	2	-14	-0.62	-7	0	0
O=C(N/N=C/c1ccc(-c2cccc(C(F)(F)F)c2)o1)c1cccc(F)c1	0	-11	15	-3	-14	-0.85	24	5	3
CCOC(=O)c1c(NC(=O)CC(C)C)sc(C(C)=O)c1C	-14	-9	5	1	12	-0.87	-18	13	0
c1cnc(SCCOc2ccc3c(c2)CCC3)nc1	1	1	1	-4	14	-0.4	-5	-4	2
O=C(c1c(O)c2ccccc2oc1=O)C1CCCCC1	5	-15	6	-3	2	0.67	4	-4	-2
Cn1c(=O)[nH]c(=O)c2c1nc(CN1CCOCC1)n2CCCO	-6	-5	8	0	10	0.91	-2	4	1
O=C(NCc1ccco1)c1ccc2c(=O)n(Cc3ccco3)c(SCC(=O)N3CCCC3)nc2c1	0	0	-1	0	-14	-0.35	1	-3	9
c1ccc(-c2ncnc3cc4n(c23)CCC4)cc1	11	-20	-1	-4	-10	-0.31	6	-10	3
COc1ccc(-c2cc(C(=O)OCC(=O)Nc3cc(C)on3)c3ccccc3n2)cc1OC	3	-16	2	4	27	-0.98	-13	-1	2
O=C(Nc1ccon1)c1ccccc1Cl	-10	-10	-5	-3	3	0.65	6	7	4
CC(=O)c1ccc(NC(=O)c2cnn3ccccc23)cc1	-9	-12	3	0	-7	.	14	8	5
CC(C)c1cc(C(=O)NCc2cccnc2)no1	-5	-12	9	8	.	1.1	-8	4	0
CCN1CCN(c2cc(C)c3cc(NC(=O)c4ccccc4F)ccc3n2)CC1	3	-6	13	4	-14	.	24	-7	9
COc1ccc(-n2nnc3c(SCc4ccccc4)ncnc32)cc1	1	-14	5	-3	-14	2.3	14	0	-5
CCc1c(C)sc(NC(=O)c2cccs2)c1C(N)=O	1	-3	11	-6	-6	-0.83	1	-1	7
O=C(Nc1cccc(C(F)(F)F)c1)c1cc2ncc(Br)cn2n1	-12	4	6	-4	.	1	15	12	1
Cc1ccc(/C(O)=C2\C(=O)C(=O)N(CC(C)O)C2c2ccc(N(C)C)cc2)cc1 (stereo not given)	-12	4	4	1	40	1.8	-36	10	0
O=c1n(-c2ccccc2)c(=O)n2n1CCC2	3	-7	-1	1	-32	0.58	-22	-4	0
Cc1ccccc1NC(=S)NNC(=O)c1ccoc1C	12	-15	6	-2	-8	0.84	-4	-7	-1
Cc1ccccc1NC(=O)Cn1cccc1	-4	-10	11	5	-18	1.2	-26	3	-3
O=C(Cc1nc(=O)c2ccccc2s1)Nc1ccccc1	-3	-11	2	1	18	-0.57	32	6	-2
Cc1ccc(S(=O)(=O)c2nc(-c3ccccc3)oc2NCCN2CCOCC2)cc1	3	-1	11	7	-8	-0.53	1	-5	-3
O=C(O)c1sc2cc(C(F)(F)F)cnc2c1-c1ccccc1	1	-9	8	6	-15	0.09	22	2	3
Oc1ccccc1CN1CCCN(Cc2ccccc2O)C1	0	-11	5	0	-8	0.35	19	4	-9
CC(=O)Nc1c(C(=O)c2ccc(F)cc2)oc2ccccc12	0	-11	4	3	-1	0.07	1	-2	3

An excerpt from above in order of length of the SMILES, high to low:
SMILES	PTPN22 act	PLK1 kinase inh	HIV Rev-RRE inh	EphB4 ephrin blk	F-actin modifier	PTK2B oligo ant	Plk1 PBD FP	PTPN22 inh 2	FAK inh
Cc1ccc(S(=O)(=O)c2nc(-c3ccccc3)oc2NCCN2CCOCC2)cc1	3	-1	11	7	-8	-0.53	1	-5	-3
CC(=O)c1ccc(NC(=O)c2cnn3ccccc23)cc1	-9	-12	3	0	-7	.	14	8	5
Cc1ccccc1NC(=S)NNC(=O)c1ccoc1C	12	-15	6	-2	-8	0.84	-4	-7	-1
CC(C)c1cc(C(=O)NCc2cccnc2)no1	-5	-12	9	8	.	1.1	-8	4	0
Cc1ccccc1NC(=O)Cn1cccc1	-4	-10	11	5	-18	1.2	-26	3	-3

(cont.)
SMILES	PTPN22 act	PLK1 kinase inh	HIV Rev-RRE inh	EphB4 ephrin blk	F-actin modifier	PTK2B oligo ant	Plk1 PBD FP	PTPN22 inh 2	FAK inh
Cc1ccc(S(=O)(=O)NCCc2ccc(S(N)(=O)=O)cc2)cc1	4	-5	3	4	9	0.08	-1	0	0
COc1ccccc1-c1c(C)nn2c(N3CCC4(CC3)OCCO4)cc(C)nc12	16	-10	4	-9	4	-0.32	5	-17	1
COc1ccc(OC)c(-n2nnnc2SCC(=O)NCc2ccc3c(c2)OCO3)c1	5	2	1	6	-12	-0.47	5	-2	2
COCCNC(=O)C1CCCN(c2ncccn2)C1 (stereo not given)	10	-9	5	-2	-4	-0.64	-22	-13	-2
CCc1ccc(C(=O)N2CCN(c3ccc(F)cc3)CC2)s1	0	-9	9	-6	1	-0.11	10	-3	0
C/C(Cn1cnc([N+](=O)[O-])n1)=N\NC(=O)c1ccccc1F	-7	-15	9	0	-1	-0.1	-19	8	1
O=C(NCc1cccs1)C1CCC(=O)N1C1CCCCC1 (stereo not given)	-3	-9	6	-3	18	1.2	10	0	2
CC(C)n1c(=S)[nH]c2ccccc21	3	-11	-1	11	4	0.53	6	-5	-3
CCOC(=O)N1CCN(C(=O)COc2ccc(Br)cc2)CC1	-8	-10	3	-5	14	-0.49	-23	7	-1
Cc1cccc(NC(=O)CCN2C(=O)C3C4C=CC(C4)C3C2=O)c1 (stereo not given)	1	-5	5	6	8	-0.3	-3	1	-2
CCOC(=O)Nc1cc2c(cc1C(C)=O)OCO2	-3	-2	3	3	16	0.04	-11	0	0
c1ccc(-n2nnc3c(N4CCOCC4)ncnc32)cc1	6	-12	-1	-7	-40	0.34	2	-8	-5
O=C(O)Cc1ccc(C(=O)c2ccc(F)cc2)s1	2	6	-2	-1	-19	-0.43	-5	0	3
COc1cc(NS(=O)(=O)c2cccc3nsnc23)c(C(=O)O)cc1OC	9	-5	4	-9	-12	-0.02	19	-12	7
CCc1sc(NC(=O)COC)nc1-c1ccccc1	-11	-7	1	-5	20	0.68	4	8	11
CCOC(=O)C1CCN(C(=O)c2ccc(NC(=O)C3CCCO3)cc2)CC1 (stereo not given)	5	-7	6	1	26	-0.48	-20	-10	-1
Cc1ccc(NC(=O)CN2C(=O)S/C(=C/c3ccc(-c4cc(C(=O)O)ccc4C)o3)C2=O)cc1C	-33	11	11	11	0	0.6	19	35*	75*
CCS(=O)(=O)N1CCCC(C(=O)NCCN2CCC(Cc3ccccc3)CC2)C1 (stereo not given)	0	-8	6	-5	20	0.21	3	0	2
Cc1cc(NC(=O)COc2nnc(-c3ccccc3)c3ccccc23)no1	1	-19	7	0	27	0.15	-11	-2	-2
CCC(=O)Nc1ccccc1C(=O)NC1CCCCC1	9	-12	3	-2	12	-0.38	41*	-7	-1
CCn1c(SCc2cccc(C)c2)nnc1-c1ccc(C)cc1	2	-8	0	-3	8	-1.5	9	1	2
COCCn1nnnc1CN(Cc1ccco1)Cc1cc2cc3c(cc2[nH]c1=O)OCO3	3	-5	8	5	12	-0.13	10	1	-1
O=C(COC(=O)CCc1ccc(S(=O)(=O)N2CCOCC2)cc1)Nc1ncc(C(F)(F)F)cc1Cl	4	2	8	-1	1	0.96	6	-2	1
COCC(COCCCNC(=O)Nc1ccc(Br)cc1)OC (stereo not given)	11	-10	-3	-7	-17	2.1	11	-13	-6
Cc1cc(=O)oc(C)c1C(=O)NCCN1CCOCC1	-5	-20	6	-6	5	0.13	-10	1	-2
Cc1nnc(SCC(=O)NCc2ccccc2)[nH]c1=O	-8	-6	6	4	15	0.42	25	9	-3
COc1cccc(N(CC(=O)O)S(=O)(=O)c2ccccc2)c1	1	0	1	-10	-2	0.13	14	-4	3
COc1ccc(-c2nnn(Cc3nn[nH]n3)n2)cc1OC	-12	-7	1	-5	17	-0.05	2	11	-2
O=C(NCCN1CCOCC1)c1cccs1	-6	-10	6	-7	-13	-0.1	30	8	2
COc1ccccc1NC(=O)[C@H](COCc1ccccc1)NC(=O)OC(C)(C)C	-2	-11	6	-5	-10	-0.4	27	6	-1
CCOC(=O)Cc1csc(NC(=O)CSc2nnnn2-c2ccc(CC)cc2)n1	-8	-7	6	0	12	1.3	-6	8	0
Cc1ccc(-n2c(O)c(C=NC3CCS(=O)(=O)C3)c3ccccc3c2=O)cc1 (stereo not given)	-8	-11	-1	-3	14	0.45	17	5	-2
Cc1noc(C)c1S(=O)(=O)Nc1ccc(C(=O)O)cc1	-1	-6	2	3	28	0.33	4	-1	5

Screening data: PubChem, several laboratories
